# 12-hLO inh: qHTS Assay for Inhibitors of 12-hLO (12-human lipoxygenase); Polyunsaturated fatty acid lipoxygenase ALOX12 (Homo sapiens), P18054; purified 12-hLO, xylenol orange hydroperoxide absorbance; Potency, µM (titrated, usually from 57.1 µM), inactives show at the top dose activity change, negative = inhibition, actives largely listed as inhibitors; 150,000 compounds, 0.12% hits; further: potency means the concentration at half of the fitted maximal effect; nearly all actives have a fitted effect of over 55% in size; many of its hits are not listed in these tables
# Target sequence (P18054 whole entry, looked up): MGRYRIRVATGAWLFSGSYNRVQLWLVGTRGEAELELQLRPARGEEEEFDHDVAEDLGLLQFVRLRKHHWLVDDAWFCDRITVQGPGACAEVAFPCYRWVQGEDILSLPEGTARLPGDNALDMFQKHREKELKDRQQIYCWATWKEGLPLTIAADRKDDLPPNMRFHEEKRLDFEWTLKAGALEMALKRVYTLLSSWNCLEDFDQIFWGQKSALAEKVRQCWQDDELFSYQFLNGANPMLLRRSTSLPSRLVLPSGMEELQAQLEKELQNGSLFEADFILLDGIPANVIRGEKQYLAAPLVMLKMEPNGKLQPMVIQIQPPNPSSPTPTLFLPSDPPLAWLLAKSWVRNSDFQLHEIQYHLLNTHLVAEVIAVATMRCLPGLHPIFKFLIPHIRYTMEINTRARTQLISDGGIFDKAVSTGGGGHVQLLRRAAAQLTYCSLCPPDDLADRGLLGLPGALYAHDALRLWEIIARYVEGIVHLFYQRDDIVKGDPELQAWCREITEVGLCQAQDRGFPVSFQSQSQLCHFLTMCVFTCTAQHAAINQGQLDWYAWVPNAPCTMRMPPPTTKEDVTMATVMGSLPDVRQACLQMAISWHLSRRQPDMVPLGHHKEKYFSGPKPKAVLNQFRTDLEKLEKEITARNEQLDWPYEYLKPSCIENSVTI
#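 150 nM 12hLO, 25 mM Hepes pH 7.0 + 0.01% Triton X-100; cpd preinc 15 min RT; 40 uM arachidonic acid, 30 min RT; Fe-XO 30 min; A573/A405 ratio as read-out.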
# PNC assembly inh: High Content Assay for Compounds that inhibit the Assembly of the Perinucleolar Compartment | PC3M PTB-GFP, PNC prevalence imaging, 16 h; hits give low values | activity change (PNC), negative = inhibition, % at 10 µM | 140,000 compounds, 3.1% hits | AID 2417, 2010;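 active means readout at or below -70, meaning at least 70% loss of cells showing the perinucleolar compartment, a nuclear body marking cancer cells; inconclusive means readout between -30 and a set limit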;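 further: plate controls were DMSO wells for no effect and camptothecin positive control wells for full effect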
#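 PC3M cells stably expressing PTB-GFP, 750–1000 cells/well, treated 16 h at 37 °C with compound (23 nl of library stock), in duplicate. After paraformaldehyde fixation and Hoechst stain, imaged at 20x; PNC prevalence scored by image analysis.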
# ALOX15B inhib: qHTS Assay for Inhibitors of 15-hLO-2 (15-human lipoxygenase 2); Polyunsaturated fatty acid lipoxygenase ALOX15B (Homo sapiens), O15296; purified 15hLO-2, xylenol orange hydroperoxide absorbance; Potency, µM (titrated, usually from 57.1 µM), for inactives: at the highest dose activity change, negative = inhibition, hits mostly inhibitors; 110,000 compounds, 0.56% hits; AID 881, 2007; further: potency means the concentration at half of the fitted maximal effect; nearly all actives have a fitted effect of over 60% in size; many of its hits are not listed in these tables
#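 Screening format was qHTS against 50 nM purified 15hLO-2 in Hepes pH 7.5 with detergent. Activity follows hydroperoxide formation from 45 uM arachidonic acid, measured as 573:405 nm absorbance ratio of the ferric-xylenol orange complex.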
# IMPase inh: qHTS Assay for Identifying the Cell-Membrane Permeable IMPase Inhibitors. CHO-M1 cells, IP1 accumulation, HTRF TR-FRET ratio. inhibition (IP1 accumulation), % at 46.1 µM. 120,000 tested, under 10 active; active means well fitted curve in the direction sought with a large enough effect in the signal ratio, not every such curve was filed as active; inconclusive means small, poorly fitted or top-dose-only effect, or a change in a side signal; inactive means no such curve, though single readings can be large or run the other way; the % refers to the signal ratio;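 further: cells stimulated with carbachol in lithium chloride buffer; plate controls were DMSO basal wells for no effect and reference inhibitor wells for full effect; higher means more IMPase inhibition seen as more IP1 and lower FRET ratio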
# Target sequence (P97697 whole entry, looked up): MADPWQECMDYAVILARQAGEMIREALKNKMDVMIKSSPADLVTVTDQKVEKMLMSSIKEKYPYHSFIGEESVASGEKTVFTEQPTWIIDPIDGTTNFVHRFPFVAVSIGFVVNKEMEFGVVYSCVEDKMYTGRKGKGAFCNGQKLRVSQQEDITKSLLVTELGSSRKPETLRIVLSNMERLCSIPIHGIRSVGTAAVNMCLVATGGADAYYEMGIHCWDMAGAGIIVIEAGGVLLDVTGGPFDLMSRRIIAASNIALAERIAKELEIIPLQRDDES
#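 CHO-M1, 2000 cells/well, cultured 16–30 h; cpd up to 46 uM; carbachol (50 uM solution, stimulation buffer w/ 50 mM LiCl, pH 7.4), 30 min 37C; IP-One TR-FRET, 10 min RT; Ex 320/Em 665, 620; Hill-fit AC50.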
# An asterisk follows results filed as active; ? = inconclusive; / = not tested or not shown; [ ] = dose if it differs, or a comment. Unless noted, the call rests on the fitted dose curve; in most records, active means well fitted curve in the direction sought with a large enough effect; inconclusive means small, poorly fitted or top-dose-only effect, or another doubt; inactive means no such curve, though single readings can be large; an effect the other way counts as inactive or inconclusive. Unless noted, on the % scale 0 is the no-effect control and ±100 the full control effect. A portion of the library; the hit share may differ from the screen's.
SMILES,12-hLO inh,PNC assembly inh,ALOX15B inhib,IMPase inh
Cc1ccccc1NS(=O)(=O)c1cc(C(=O)NCc2ccco2)ccc1C,-3%,?,-2%,-11
O=C(O)c1cc(=O)c2ccccc2[nH]1,-3%,/,12%,-5
CCN(CCO)C(=S)Nc1cc(C(=O)OC)ccc1C(=O)OC,1%,?,/,/
C/C(=N\S(=O)(=O)c1ccc(C)cc1)N1CCN(S(=O)(=O)c2ccccc2)C1C(C)C (stereo not given),-9%,-25,4%,-2
O=C(COC(=O)c1ccccc1)Nc1cc(Cl)ccc1Oc1ccccc1,-5%,15,/,0
Cc1cc(C(F)(F)F)n2nc(C(=O)O)c(Cl)c2n1,5%,-90*,9%,-6
S=C(NCc1ccco1)Nc1cccc(Cl)c1,-5%,-21,-13%,6
N#Cc1sc2nc(-c3cccs3)cc(-c3ccccc3)c2c1N,9%,33,/,-25
COc1ccc(NC(=O)C2CCN(C(=O)NC3CCCCC3)CC2)c(OC)c1,-2%,?,3%,-3
COc1cc(NC(=O)CN(c2cc(C)cc(C)c2)S(=O)(=O)c2c(C)noc2C)cc(OC)c1,0%,?,/,-4
Cc1cccn2c(=O)c3cc(C(=O)NC(C)C)c(=N)n(Cc4ccncc4)c3nc12,-4%,43,-12%,2
Cc1cc(=O)[nH]c(SCC(=O)Nc2ccc(Br)cn2)n1,-4%,70,-11%[11.4 µM],0[1.84 µM]
CCOC(=O)CN1CC23C=CC(O2)C(C(=O)Nc2ccc(C(C)=O)cc2)C3C1=O (stereo not given),-1%,-14,-3%,9
Cn1c(=O)c2cc(S(=O)(=O)NCCC(=O)NCCc3ccc(Cl)cc3)ccc2n(C)c1=O,0%,20,/,5
O=c1[nH]c2ccc(Cl)cc2c(-c2ccccc2)c1SC(=S)N1CCOCC1,-11%,0,?,5
COc1ccc(CCn2c(NCCCN3CCOCC3)nc3c2c(=O)[nH]c(=O)n3C)cc1,6%,?,4%,-4
COc1cccc(Cn2c(=O)c(-c3cccs3)nc3cnc(Nc4cccc(OC)c4)nc32)c1,-12%,/,11%,/
CC(C)NS(=O)(=O)c1ccc(CCC(=O)NCc2ccco2)cc1,5%,6,-13%,9
Cc1cc(NC(=O)C2CC(=O)N(c3ccccc3)C2)no1 (stereo not given),0%,20,/,/
O=C(Nc1ccccc1SCC1CSc2nc3ccccc3c(=O)n21)c1ccccc1 (stereo not given),-4%,?,11%[11.4 µM],-7[1.84 µM]
COc1ccc(OC)c(C(C)NC(=O)c2ccco2)c1 (stereo not given),-5%,?,-4%,6
O=C(O)CN=C(NS(=O)(=O)c1ccccc1)c1ccccc1,21%,33,-2%,3
COc1ccc(C)cc1S(=O)(=O)N1CCN(Cc2ccccc2)CC1,0%,?,10%[11.4 µM],13[1.84 µM]
COC(=O)[C@@H](NC(=O)NCc1ccccc1Cl)C(C)C,9%,6,5%,15
CCNC(=S)N/N=C/c1ccc(OCCOc2ccccc2C)cc1,-6%,41,-13%,2
CC1CC(O)(Cc2ccccc2)C(C)CN1C (stereo not given),-2%,17,1%,3
O=C(COC(=O)c1cnc(Cl)c(Cl)c1)NCc1ccc2c(c1)OCO2,-1%,8,/,5
CCCCC(=O)NC(Nc1cc(C)ccn1)(C(=O)OCC)C(F)(F)F (stereo not given),1%,33,-6%,2
O=C(NCC1CCCO1)C1CCN(C(=O)c2ccc(Br)cc2)CC1 (stereo not given),-7%,16,-7%[11.4 µM],-2[1.84 µM]
COC(=O)C1CCN(S(=O)(=O)c2cn(C)c(=O)n(C)c2=O)CC1,5%,18,2%,4
O=C(CSc1nnc(-c2cccnc2)n1C1CCCCC1)NC1CCCCC1,-2%,17,9%,-3
CCOC(=O)C1CCN(CC(=O)N2C(C)CCCC2C)CC1 (stereo not given),-1%,-7,-4%,-3
O=C1N=C(O)CN1/N=C\c1ccc(-c2ccc([N+](=O)[O-])cc2)o1,-6%,/,-27%,-2
Cc1ccccc1NC(=O)c1ccc(CN2CCC(Cc3ccccc3)CC2)cc1,2%,10,55%[activator],16
COC(=O)C(C)NC(=O)C12CC3CC(CC(C3)C1)C2 (stereo not given),1%,32,-1%,1
O=C(c1cc(Cl)cc(Cl)c1)N1CCOCC1,-2%,10,3%,12
COCCCNC(=O)COc1ccc(S(=O)(=O)Nc2ccccc2)cc1,-2%,22,-4%,14
CC(C)=CCc1c2c(c3occ(-c4ccc(O)c(O)c4)c(=O)c3c1O)C=CC(C)(C)O2,-27%[11.4 µM],/,-1%[11.4 µM],/
CC(/C=N/Nc1nc(N2CCCCC2)nc(N2CCCCC2)n1)=C\c1ccccc1,-5%,-21,17%,8
Cc1ccccc1S(=O)(=O)O[C@@H]1NS(=O)(=O)c2ccccc21,2%[11.4 µM],/,-2%[11.4 µM],/

# Compound profiles, as listed above.
# CCNC(=S)N/N=C/c1ccc(OCCOc2ccccc2C)cc1 reads 12-hLO inh = -6%; PNC assembly inh = 41; ALOX15B inhib = -13%; IMPase inh = 2
# O=C1N=C(O)CN1/N=C\c1ccc(-c2ccc([N+](=O)[O-])cc2)o1 reads 12-hLO inh = -6%; PNC assembly inh = /; ALOX15B inhib = -27%; IMPase inh = -2

# Next records follow.
SMILES,12-hLO inh,PNC assembly inh,ALOX15B inhib,IMPase inh
O=C(CCC1CCCCC1)Nc1c2c(nn1-c1ccc(F)cc1)CS(=O)(=O)C2,-1%,-12,-3%,-1
Cc1ccc(C(c2nnnn2CS(=O)(=O)c2ccc(C)cc2)N2CCN(c3ncccn3)CC2)cc1 (stereo not given),-1%,167,/,-8
COC(=O)Nc1ccc(S(=O)(=O)N2CCCCCC2)cc1,-2%,99,/,-2
CCN(CC)S(=O)(=O)N1CCC(C(=O)NCCN2CCOCC2)CC1,6%,-7,3%,0
CCC1CCCCN1C(=S)Nc1ccc(SC(F)F)cc1 (stereo not given),0%,8,/,0
Cc1ccc(Nc2nc(-c3c(C)nc4ncccn34)cs2)cc1,?,?,-13%,1
Cc1cccc2c(=O)c(C(=O)NCCCN3CCOCC3)c[nH]c12,-4%,-100*,/,-2
CC(C)=N/N=C1/NC(=O)C(CC(=O)Nc2cc(Cl)ccc2C)S1 (stereo not given),0%,2,/,/
COc1ccc(OC)c(/C=C/C(=O)OCC(=O)Nc2cccc(Oc3ccccc3)c2)c1,0%,?,/,-12
COc1ccc(NC(=O)c2sc(Cl)nc2-c2ccccc2)cc1,-4%,?,/,/
COc1ccc(NC(=S)NNC(=O)Cn2nc([N+](=O)[O-])cc2C)cc1,-4%,-24,19%,-11
C=CCCCCCCCCCCC/C=C/C(O)COC(C)=O (stereo not given),-11%,/,1%,/
CC(C)[C@@H]1N[C@]2(C(=O)Nc3ccccc32)[C@@H]2C(=O)N(c3cccc(C(F)(F)F)c3)C(=O)[C@@H]21,-8%,-6,-6%,1
CCOc1cc(Cl)c(NC(=O)CC)cc1OCC,-4%,-114*,/,/
CC(C)N1CC(O)=C(c2nc3ccccc3c(=O)[nH]2)C1=N,3%,?,-7%,?
COc1ccc(OC)c(NC(=O)CSc2ccccc2)c1,-5%,-18,-4%,11
Cc1nc2ccccn2c1C(=O)/C=C/c1ccc(F)cc1,-8%,-95*,14%,1
Cn1c(CC(=O)Nc2ccc(F)cc2)c(Sc2ccccc2)c2ccccc21,-5%,?,/,-8
COc1ccc(C2C(C(N)=O)=C(C)Nc3nc(-c4ccccc4OC)nn32)cc1OC (stereo not given),-12%,-26,-5%,2
COc1ccccc1OCCCOc1ccc(C)cc1Br,-4%,-9,/,/
CCCc1nnc(NC(=O)C(C)N2C(=O)C3C4C=CC(C4)C3C2=O)s1 (stereo not given),1%,?,/,-11
CC(C)(C)NC(=O)Cn1c(SCC(=O)N2CCCCCC2)nc2ccccc21,-6%,-92*,12%,-1
CCOC(=O)c1ccc(NC(=O)NCCN2CCCCC2)cc1,2%,6,27%,4
Brc1ccc(-c2nnc3n2CCCCC3)cc1,-1%,-28,11%,4
O=C(NCc1cccnc1)c1cnc2sccn2c1=O,-1%,21,6%,7
CCOc1ccc(-n2cnnn2)cc1S(=O)(=O)NCc1ccccc1,1%,12,1%,3
CCN1CCCn2c1nc1c2c(=O)n(C)c(=O)n1C,1%,-8,/,/
O=C(NN=C1CCCCCC1)C(=O)Nc1cccc(Br)c1,-6%,13,/,/
Cc1cc(-n2[nH]c(C)c(C)c2=O)nc(-c2ccccc2O)n1,-10%,5,6%,9
CCCN(CCC)CCNS(=O)(=O)c1ccc2c(c1)oc(=O)n2C,9%,7,1%,5
CCC(Oc1ccc2c(c1)C(=O)CC(C)(C)O2)C(=O)NCCN1CCCCCC1 (stereo not given),2%,-25,27%,-5
CC(=O)c1c(O)c(C)c(O)c2c1OC1=CC(=O)C(C(C)=O)C(=O)C12C (stereo not given),5%,/,-13%,/
CNC(=S)N/N=C/c1cn(Cc2c(F)cccc2Cl)c2ccccc12,-15%,-9,/,/
COc1ccc(-c2oc3ccccc3c(=O)c2OC(=O)c2ccc(C)cc2)cc1,-3%,46,1%,-1
Oc1ccccc1/C=N/Nc1ncc(Br)cn1,1%,28,/,/
CCOc1ccccc1NC(=O)c1cc(Cl)ccc1NC(=O)c1ccco1,-1%,-15,-9%,0
CC(=O)OCC(=O)C1CCC2C3CC=C4CC(O)CC[C@@]4(C)C3CC[C@]12C (stereo not given in full),-3%,/,0%,/
CNC(=S)NNC(=O)c1ccccc1Br,2%,7,/,/
Cc1ccc(CCNC(=O)c2coc3nc4ccccc4nc23)cc1,-17%,?,-21%,-1
COc1ccc(S(=O)(=O)NCc2cccs2)cc1,11%,37,2%,-2
Nn1c(SCC(=O)NC2CCCCC2)nnc1-c1ccc(Cl)cc1,-4%,-20,/,?
COC(=O)c1c(NC(NC(=O)CC(C)C)C(Cl)(Cl)Cl)sc2c1CCC2 (stereo not given),-4%,-14,/,9
Cc1nn(Cc2cccc(F)c2)c(C)c1NC(=O)c1c([N+](=O)[O-])c(C)nn1C,5%,8,2%,-1
Cc1ccc2cc(CN(CCCO)S(=O)(=O)c3cccc4nsnc34)c(=O)[nH]c2c1,-10%,0,1%,-10
O=[N+]([O-])c1ccc(N2CCNCC2)cc1Sc1nc2ccccc2[nH]1,4%,?,/,-5
COc1ccccc1-c1ccc2ncnc(NCc3cccnc3)c2c1,?,/,14%,/
O=C(NC1CC2CCCC(C1)N2C(=O)N1CCCCC1)C1CCCCC1 (stereo not given),-2%,35,-1%,10
COC(=O)[C@@]1(Cc2ccc(OC)cc2)[C@H]2c3cc(C(=O)N(C)C)n(CCc4ccc(O)c(OC)c4)c3C[C@H]2CN1C(=O)c1ccccc1,-5%,/,-7%,/
Cc1cc(=O)cc2oc3cc(N)c(-c4c(C)cc(O)cc4O)c(C)c3nc1-2,-5%,/,?,18
N/C(=N\OC(=O)C12CC3CC(CC(C3)C1)C2)c1ccccn1,-3%,?,/,/
Cc1cccc(NC(=O)CSc2nc3[nH]ncc3c(=O)[nH]2)c1C,-3%,10,/,/
CCOC(=O)N1CCN(C(=O)COc2ccc(S(=O)(=O)NCC(C)C)cc2C)CC1,-3%,?,0%,-8
CSc1nnc(-c2ccccc2Cl)o1,11%,55,3%,6
O=C(Nc1cccc(Br)c1)c1ccc2nc(N3C(=O)CCC3=O)sc2c1,3%,54,1%,0
